# SIAE inh – human SIAE inhibitors, primary screen, biochemical, fluorescence polarization, FP-Rh probe, 1536-well HTS. Sialate O-acetylesterase (Homo sapiens), Q9HAT2. SIAE FP-Rh probe binding. inhibition, % at 9.66 µM. 0.69% of 370,000 active. AID 1053197, 2014;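 active = inhibition above a cutoff: mean of compounds within the control limits plus 3 SD of those, cut at about 17% in these data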;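 also: 0% = plate median of compound wells and 100% = probe without SIAE protein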
# Target sequence (Q9HAT2 whole entry, looked up): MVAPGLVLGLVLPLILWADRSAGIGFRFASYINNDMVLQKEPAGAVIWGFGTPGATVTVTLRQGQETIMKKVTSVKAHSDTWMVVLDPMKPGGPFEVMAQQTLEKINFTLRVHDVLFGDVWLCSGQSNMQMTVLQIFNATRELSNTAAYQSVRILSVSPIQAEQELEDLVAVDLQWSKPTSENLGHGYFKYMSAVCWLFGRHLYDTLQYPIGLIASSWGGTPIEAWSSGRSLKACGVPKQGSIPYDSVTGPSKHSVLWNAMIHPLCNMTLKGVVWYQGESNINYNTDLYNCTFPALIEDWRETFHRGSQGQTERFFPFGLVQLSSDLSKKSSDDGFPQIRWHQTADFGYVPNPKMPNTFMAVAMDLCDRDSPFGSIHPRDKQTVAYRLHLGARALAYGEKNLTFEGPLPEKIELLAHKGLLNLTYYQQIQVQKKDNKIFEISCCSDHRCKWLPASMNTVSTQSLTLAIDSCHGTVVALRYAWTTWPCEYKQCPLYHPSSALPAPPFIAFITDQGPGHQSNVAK
# TDP2 inh – human TDP2 enzyme inhibitors, primary screen, biochemical, epi absorbance, recombinant enzyme | T5PNP hydrolysis, p-nitrophenol absorbance 415 nm | inhibition, % at 12.8 µM | 0.34% of 370,000 active | AID 720702, 2013;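 active = inhibition above the mean of all tested compounds plus 3 SD, set per campaign, cut at about 25% in these data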;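 also: 0% = DMSO with enzyme and 100% = buffer with substrate but no TDP2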
# Target sequence (O95551 whole entry, looked up): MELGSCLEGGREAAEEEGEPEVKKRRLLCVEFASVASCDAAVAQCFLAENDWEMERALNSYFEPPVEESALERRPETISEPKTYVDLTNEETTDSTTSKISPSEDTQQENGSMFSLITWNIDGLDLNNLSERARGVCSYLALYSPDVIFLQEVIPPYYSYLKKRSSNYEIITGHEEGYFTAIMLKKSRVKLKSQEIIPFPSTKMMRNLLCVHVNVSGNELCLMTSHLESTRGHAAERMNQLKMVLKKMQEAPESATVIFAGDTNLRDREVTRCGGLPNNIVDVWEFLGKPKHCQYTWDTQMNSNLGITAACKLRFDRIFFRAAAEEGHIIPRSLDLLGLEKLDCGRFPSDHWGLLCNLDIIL
#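 Test system: Human TDP2 enzyme | Reagent: 5 mM T5PNP | Compound dosing: 12.8 µM single point, 1% DMSO | Incubation: Enzyme reaction with compound for 2 h at 37 °C | Technique: p-Nitrophenol epi absorbance | Read-out: % inhibition relative to enzyme-containing and enzyme-free wells | Benchmarks: High control without enzyme, low control DMSO plus TDP2 | Replicates: Singlicate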
# LEDGF integ inh – blockers of LEDGF/p75-dependent integrase strand transfer – biochemical, TR-FRET, high throughput, primary screen | HIV-1 integrase (with human LEDGF/p75) | TR-FRET IN-LEDGF/p75 DNA integration, Eu/Cy5 | inhibition, % at 3.7 µM | 0.64% of 370,000 active | AID 743269, 2014;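 active = inhibition above the screen-wide mean plus 3 SD, cut at about 13% in these data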;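 also: signal is the Cy5 over europium emission ratio at 671 and 618 nm; 0% = plate median of compound wells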
# PG9 Ab binder – binders of HIV-1 gp120 antibody PG9, primary screen, biochemical, TR-FRET; inhibition, % at 6.7 µM; 0.43% of 360,000 active; HIV-1 gp120 / PG9 antibody interaction; TR-FRET gp120-PG9 antibody binding; in the data active = inhibition above about 8.5%
# mABHD4 FP – ABHD4 inhibitors, primary screen, biochemical, fluorescence polarization, mouse. (Lyso)-N-acylphosphatidylethanolamine lipase (Mus musculus), Q8VD66. purified mABHD4, FP-Rh probe fluorescence polarization. inhibition, % at 8.92 µM. 0.54% of 370,000 active. AID 720543, 2013;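 active = inhibition exceeding the mean over every tested compound plus 3 SD, cut at about 30% in these data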;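 also: 0% = plate median of compound wells and 100% = S159A mutant with DMSO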
#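 system = mouse ABHD4 enzyme, wild type | medium = HEPES pH 7.0, NaCl, Pluronic buffer | also added = FP-Rh probe | incubation = Enzyme–compound pre-incubation 45 min, then probe 60 min, both 25 °C | technique = fluorescence polarization, excitation 525 nm, emission 598 nm, BODIPY TMR filters | controls = S159A mutant high control, sample median low control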
# rCAG binder – binders of r(CAG) RNA repeats, primary screen, biochemical, fluorescence | 1.3% of 370,000 active | inhibition, % at 3 µM | r(CAG) RNA repeat, TO-PRO-1 dye displacement fluorescence | AID 651821, 2012;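 active = inhibition above the plate cutoff, the mean of all test compounds on that plate plus 3 SD, cut at about 35% in these data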;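 also: 0% = DMSO alone and 100% = 100 µM mitoxantrone as full dye displacement; higher means more dye released from RNA so lower well fluorescence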
# Rev-erbA mod – modulators of Rev-erb alpha DNA binding, primary screen, biochemical, FITC-DNA, fluorescence polarization, uHTS; 0.79% of 370,000 active; activity, % at 10 µM; Rev-erbα–FITC-DNA binding, 90 min; Nuclear receptor subfamily 1 group D member 1 (Homo sapiens), P20393; AID 1259318, 2017;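 active = activity above about 14%, limit read from the data; passing the limit was not always enough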;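 also: 0% = DMSO wells with 35 nM protein and 100% = DMSO wells with 750 nM protein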
# TCR CD3 inh – inhibitors of human TCR-CD3 interaction, primary screen, biochemical, fluorescence, TAMRA-labeled TCR probe | T-cell receptor (TCR) | inhibition, % at 9.4 µM | 0.37% of 360,000 active | AID 651800, 2012; in the data active = inhibition above about 19%;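 also: recombinant mutant TCR 2C K166C tagged with TAMRA read by polarization; 0% = receptor in buffer alone and 100% = receptor with positive control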
# HTRA1 inhibitor – HTRA1 serine protease inhibitors, primary screen, biochemical, fluorescence polarization, HTS. Q92743. recombinant HTRA1, FP-rhodamine activity-based probe. inhibition, % at 5.96 µM. 0.5% of 340,000 active. AID 504803, 2011; in the data active = inhibition above about 36%;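 also: 0% = enzyme with DMSO and 100% = wells lacking enzyme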
# PRMT1 inh – PRMT1 methyltransferase inhibitors, primary screen, biochemical, fluorescence polarization; inhibition, % at 2.79 µM; 1.3% of 370,000 active; AID 652257, 2013; Protein arginine N-methyltransferase 1 (Homo sapiens), Q99873; recombinant PRMT1, activity-based probe fluorescence polarization;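 active = inhibition above about 21% made by adding two undisclosed values, limit read from the data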
# Active calls of the source: *; . = no result given.
SMILES,SIAE inh,TDP2 inh,LEDGF integ inh,PG9 Ab binder,mABHD4 FP,rCAG binder,Rev-erbA mod,TCR CD3 inh,HTRA1 inhibitor,PRMT1 inh
Cc1cc(C)c(OCC(=O)OC(C)C(=O)NCc2ccccc2)c(C)c1 (stereo not given),0,-5,-4,2.5,-3,-10,-4,0,-6,1
COc1cc(CCC(=O)OCC(=O)Nc2ccc(F)c(F)c2)cc(OC)c1OC,5,2,0,1.1,1,-2,2,-5,2,6
Cc1cc(C)c(COCc2cc(/C=N/O)c(C)cc2C)cc1/C=N/O,4,5,0,0.1,-22,-2,2,6,-44,-2
C/C(=N/OC(=O)c1ccccc1)c1oc(C)nc1C,3,0,1,-1.0,-4,-2,3,5,-27,-1
Cc1nnc(NC(=O)C2CCCO2)s1 (stereo not given),-2,2,-2,0.0,8,-1,6,-3,-5,6
Cc1cccc(NCc2ccc(N(C)C)cc2)n1,3,15,-4,-0.6,6,-5,5,-3,-2,-2
CCOC(=O)c1c(C2CC2)csc1NC(=O)COC(=O)c1ccc[n+]([O-])c1,-1,6,7,-1.1,-9,3,-1,2,-22,-2
CN(C(=O)COC(=O)c1ccc(Br)o1)c1c(N)n(Cc2ccccc2)c(=O)[nH]c1=O,0,9,0,2.0,0,-4,-1,1,-5,-4
OCC[C@@H]1C[C@H](O)[C@@H](O)[C@]2(CCCCO2)O1,4,-4,-1,0.3,1,7,1,-3,5,1
COc1ccc(-c2c(C)oc3c(CN4CCCCC4C)c(O)ccc3c2=O)cc1OC (stereo not given),2,-4,-2,-0.7,2,2,-4,0,4,1
O=C(NNC(=O)C1CCCO1)c1ccc(F)cc1 (stereo not given),2,2,1,3.1,13,2,0,1,3,1
CSc1nc(C)cc(OCC#N)n1,5,5,-1,-0.3,-6,1,1,4,1,-1
CCC(=O)Nc1cc(NC(=O)CSc2nnc(C(C)C)n2CC)ccc1C,-2,-12,-2,1.5,-6,-2,-2,-1,0,3
COc1ccc(NC(=S)N(Cc2ccc(Cl)cc2)Cc2ccc(C(=O)O)cc2)cc1Cl,6,-23,-1,-0.8,-6,59*,0,4,-41,-2
COc1cc(/C=C2\N=C3CCCCCN3C2=O)ccc1O,4,-6,-4,-8.7,8,-26,5,-6,0,-8
O=C1c2ccccc2-n2c1nc1ccccc1c2=O,-1,3,1,0.1,-4,1,1,0,-3,-4
CC(C)(C)NC(=O)C(c1ccncc1)n1c(=O)c(-c2cc3ccccc3[nH]2)nc2ccccc21 (stereo not given),1,6,-4,0.9,7,7,2,5,.,1
CN(C)CCCNC(=O)CC(c1ccccc1)c1ccccc1O (stereo not given),-2,10,1,-0.2,0,-4,4,0,-5,6
Cc1occc(=O)c1OC(=O)Nc1ccccc1,-1,-13,2,0.2,3,5,8,-4,2,1
CCOC(=O)c1cnc2cc(F)c(F)cc2c1N1CCN(C)CC1,-1,3,-2,0.1,-2,-8,-6,5,-1,-3
CCCN(CCO)Cc1ccc(F)c(Br)c1,0,20,-2,-1.0,8,-1,-2,-5,-11,1
CCC(C)[C@H](NC(=O)N1CC(=O)Nc2ccccc21)C(=O)N[C@@H](C(=O)O)c1ccccc1 (stereo not given in full),0,19,1,-0.5,2,7,-3,3,2,2
COc1ccc(N2CC(C(=O)N[C@@H](C)C(=O)NCc3ccccc3OC)CC2=O)cc1 (stereo not given in full),-4,-5,-1,0.4,-11,-1,6,-2,-4,5
CCC(CC)C(=O)Nc1cccc(C(=O)N2CCOCC2)c1,5,8,3,-0.7,0,-1,7,3,4,2
O=C1CCC(C(=O)N2CCC(O)(c3ccccc3)CC2)CN1CCc1ccccc1 (stereo not given),7,-23,1,-1.9,9,-7,-2,0,7,-2
COc1ccc(NS(=O)(=O)c2ccc(C)cc2)c([N+](=O)[O-])c1,-4,-6,6,-2.2,-7,6,2,-9,9,-3
CN(C(=O)C1CCCO1)c1nnc(-c2ccccn2)s1 (stereo not given),7,11,0,-3.2,5,0,0,2,6,0
N#CCSc1nnc(COc2ccccc2)n1-c1ccccc1,0,-15,0,0.5,3,2,0,-9,-1,-3
COC(=O)c1ccc(/C=C/C(=O)OCC(=O)NCc2cccs2)cc1,6,7,-1,-2.5,1,0,-4,-12,13,2
c1ccc(-c2onc(-c3ccco3)c2-c2ccc3c(c2)OCO3)cc1,-9,-7,3,0.1,-14,11,3,-4,-13,10
O=C(Cc1nnc(NC(=O)c2ccccc2)s1)N/N=C/c1ccc(O)cc1,-10,10,-1,-1.4,-3,13,-2,8,-7,-1
CCc1ccc(N2CC(C(=O)Nc3ccc(S(=O)(=O)N4CCCCC4)cc3)CC2=O)cc1 (stereo not given),-33,1,-1,-1.6,0,8,-5,14,-8,0
COc1ccc(OC)c(-n2c(SCC(=O)Nc3cccc(S(N)(=O)=O)c3)nc3ccccc3c2=O)c1,-17,-3,-7,-2.9,-14,19,0,-3,-11,6
O=C(OCc1ccc(Cl)c(Cl)c1)c1ccc[nH]1,6,14,0,-0.9,-11,5,-3,0,-26,-1
O=C(Nc1ccc(Br)cc1Cl)Nn1cnnc1,3,6,2,0.7,4,0,1,0,13,1
COc1cc(NC(=O)c2ccc3c(c2)OCO3)ccc1NC(=O)C(C)C,-7,1,-2,-0.8,-6,-2,1,5,-6,0
O=C(COC(=O)[C@@H]1CC(O)CN1S(=O)(=O)c1ccc2c(c1)OCCO2)Nc1ccccc1F (stereo not given in full),3,-9,-3,-1.0,-14,-1,4,1,-1,9
COc1ccc(NC(=O)CN(c2ccc(OC)c(Cl)c2)S(=O)(=O)c2ccccc2)c(OC)c1,-6,-15,9,-1.6,-13,6,-2,2,-24,-4
CC(C)C(=O)N1CCN(c2ccc(NC(=O)c3ccc([N+](=O)[O-])o3)cc2Cl)CC1,-3,-5,-2,-0.1,-3,-5,2,7,8,-2
CCOc1ccc(S(=O)(=O)N2CCN=C2c2ccccc2)cc1,-1,-6,-2,-0.7,4,-2,-3,-1,-2,-2
Cc1ccc2cccc(Oc3ncnc4sc(C)c(C)c34)c2n1,-4,-10,-1,-2.5,4,1,3,-2,6,0
CSc1ccc(C=O)cc1,0,4,-2,0.7,0,0,-2,-3,5,3
CCOc1ccc(C2C(C#N)=C(N)Oc3nc[nH]c(=O)c32)cc1OC (stereo not given),-6,-4,4,-0.8,-4,3,-1,8,-2,-2
Cc1ccc(CNC(=O)CSc2nc3ccsc3c(=O)n2Cc2ccccn2)cc1,11,-2,-7,-1.6,0,-16,-1,-6,-2,13
O=C(NCc1ccco1)[C@@H]1CCCN1C(=O)c1cccs1,2,-13,-3,-0.2,-1,4,1,1,-3,1
COC(=O)[C@]12CCCCC=C1N(Cc1cccc3ccccc13)C(=O)[C@H](CC(=O)N1CCSCC1)C2,0,-7,-4,1.5,-4,7,6,-6,.,1
COc1ccc(Cl)c2sc(N3CCN(C(C)=O)CC3)nc12,-1,24,0,-0.8,6,-6,0,-3,2,-3
COc1cccc(N2CC(NS(=O)(=O)c3cccs3)CC2=O)c1 (stereo not given),8,-2,-2,0.5,-4,-3,0,-2,-6,1
CCC[C@H]1[C@@H](OC(=O)NCc2ccc(Cl)cc2)CC[C@@]23CCCN2C(=O)CCC[C@@H]13,5,4,-1,.,3,.,-2,.,.,2
O=C(c1cc(COc2c(F)cccc2F)on1)N(Cc1ccccc1)CC1CC1,-1,1,-2,0.5,-7,-4,4,0,-25,6
Cc1cc2cc3n(c2nn1)N=C(Cl)CC3,8,-2,5,-3.5,1,4,2,1,3,0
C/C(=N\NS(=O)(=O)c1ccccc1)c1cccc(NC(=O)c2cccc(Cl)c2)c1,-14,-6,3,0.3,1,15,-1,10,-38,1
O=C(COC(=O)/C=C/c1ccccc1[N+](=O)[O-])Nc1ccc(S(=O)(=O)N2CCOCC2)cc1,-1,4,2,-1.9,-1,5,0,0,9,-2
COc1ccc2c(c1)CCc1c(C(=O)N3CCCC3)noc1-2,-10,6,-1,-0.9,3,-5,-5,3,-5,-4
CC(=O)Nc1ccc(NS(=O)(=O)c2ccc(-c3cnc(C4CC4)o3)cc2)cc1,3,-6,-4,0.0,-7,7,-3,4,0,3
Cc1cccc2nc(C(=O)Nc3cc(Cl)ccc3-n3cncn3)cn12,13,8,-2,2.2,-1,0,11,-5,0,3
CCCCCCn1nc(C(=O)N(CCOC)c2c(N)n(CCCC)c(=O)[nH]c2=O)c2ccccc2c1=O,2,-5,-3,-1.1,-1,-8,-4,-12,-1,0
CC(C)Nc1nc(Cl)nc(NC2CCCCC2)n1,9,19,1,-0.9,4,-5,-6,8,8,2
CCCCOc1ncnc2c1[nH]c1ccc(F)cc12,3,1,3,-1.9,-4,2,2,8,-16,-4
O=C(COc1ccc([N+](=O)[O-])cc1)NCc1ccncc1,4,9,0,-2.9,1,-2,-1,4,.,0

# Next section (3 carried over from the part before).
SMILES,SIAE inh,TDP2 inh,LEDGF integ inh,PG9 Ab binder,mABHD4 FP,rCAG binder,Rev-erbA mod,TCR CD3 inh,HTRA1 inhibitor,PRMT1 inh
CC(C)Nc1nc(Cl)nc(NC2CCCCC2)n1,9,19,1,-0.9,4,-5,-6,8,8,2
CCCCOc1ncnc2c1[nH]c1ccc(F)cc12,3,1,3,-1.9,-4,2,2,8,-16,-4
O=C(COc1ccc([N+](=O)[O-])cc1)NCc1ccncc1,4,9,0,-2.9,1,-2,-1,4,.,0
CC(=O)N1CCN(C2=Nc3cccc4cccc2c34)CC1,-1,6,4,-1.4,0,-7,6,-1,0,6
CCOC(=O)c1cc[nH]c1C,-8,-2,0,-2.8,1,1,1,3,2,2
CN1C(=O)N(CC(=O)Nc2nccs2)C(=O)C12CCCCC2,-2,0,0,-0.8,-1,1,3,6,-2,-5
O=C(NCc1ccc(F)cc1)c1ccc(CS(=O)(=O)Cc2ccc(F)cc2)o1,2,0,1,1.8,6,-1,-2,3,-1,0
CCCNC(=O)CCc1nnc2ccc(N3CCC(C)CC3)nn12,-1,6,1,0.9,0,-2,1,5,3,-4
Cn1c(COc2ccccc2)nnc1SCC(=O)NNC(=O)C1CCCCC1,-1,-3,-3,-1.4,6,-7,-3,-5,4,4
CC(=O)NCCn1c(SCC(=O)OCc2ccccc2)nc2ccccc2c1=O,0,5,1,-2.3,0,-8,0,11,-2,-1

# These rows are one share of the data; rates above refer to the full screens.
